DDE Tn6 FP inh: inhibitors of Tn6 peptide binding to human fibrin DD(E); P02675; Fibrin DD(E) TRITC-Tn6 fluorescence polarization displacement; inhibition, % at 8.3 µM; 370,000 compounds, 0.21% hits;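 active = inhibition above a per-campaign cutoff: mean of compounds within control limits plus 3 SD, cut at about 15% in these data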;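 also: 0% = median of all compound wells on the plate and 100% = blocking peptide control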
ADAM17 inh: inhibitors of human ADAM17. recombinant ADAM17, EDANS/DABCYL FRET peptide cleavage. P78536. 370,000 compounds, 0.83% hits. inhibition, % at 6.95 µM;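 active = inhibition above the mean of compounds lying between control limits plus 3 SD, set per campaign, cut at about 8.5% in these data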;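 also: 0% = DMSO-only wells as the low control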
ARFGAP1 inh: inhibits rat ARF GTPase activating protein 1; Q62848; Arfgap1-stimulated ARF1 GTP hydrolysis, GDP FP detection; inhibition, % at 16.5 µM; 360,000 compounds, 0.26% hits; AID 651572;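 active = inhibition above a per-plate limit, mean inhibition of low control wells plus 3 SD, cut at about 25% in these data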;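 also: 0% = DMSO wells with enzyme and 100% = wells lacking Arfgap1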
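system = rat Arfgap1 catalytic domain, aa 1-136 | technique = FP, GDP Alexa 633 tracer displaced from anti-GDP antibody, 620/688 nm | compound = one concentration, 16.5 µM, DMSO 1.26% | medium = HEPES-based buffer, pH 7.5 | timing = compound-enzyme preincubation 20 min, reaction 120 min, detection 60 min, 25 °C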
Tn7 DDE FP: DD(E)-Tn7 binding inhibition, primary FP screen | FP displacement of FITC-Tn7 peptide from fibrin DD(E); 0% = median of compound wells per plate | P02675 | AID 720508 | inhibition, % at 8.3 µM | 370,000 compounds, 0.13% hits;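 active = inhibition above the mean of compounds falling within the control limits plus 3 SD of them, cut at about 14% in these data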;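 also: 0% = plate median of compound wells and 100% = 10 µM Aha-Tn7 peptide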
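Test system: human clot-derived fibrin DD(E) complex / Quantity: 2 µM final DD(E) protein / Incubation: 10 min plus 3 h, room temperature / Measured by: fluorescence polarization / Benchmarks: high control of 10 µM Aha-Tn7 peptide / Replicates: singlicate testing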
PLC-gamma1 inh: blocks human PLC-gamma1 enzyme activity. P19174. purified PLC-gamma1, fluorogenic substrate, fluorescence. inhibition, % at 12.2 µM. 370,000 compounds, 0.84% hits. AID 720700; in the data active = inhibition above about 9.5%
PLCb3 inh: inhibitors of human phospholipase C beta3. Q01970. inhibition, % at 12.2 µM. Purified PLC-beta3, fluorogenic substrate, fluorescence. 370,000 compounds, 0.18% hits; in the data active = inhibition above about 11%;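 also: 0% = median of compound wells on plate and 100% = full blocker control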
Target sequence (Q01970 whole entry, looked up): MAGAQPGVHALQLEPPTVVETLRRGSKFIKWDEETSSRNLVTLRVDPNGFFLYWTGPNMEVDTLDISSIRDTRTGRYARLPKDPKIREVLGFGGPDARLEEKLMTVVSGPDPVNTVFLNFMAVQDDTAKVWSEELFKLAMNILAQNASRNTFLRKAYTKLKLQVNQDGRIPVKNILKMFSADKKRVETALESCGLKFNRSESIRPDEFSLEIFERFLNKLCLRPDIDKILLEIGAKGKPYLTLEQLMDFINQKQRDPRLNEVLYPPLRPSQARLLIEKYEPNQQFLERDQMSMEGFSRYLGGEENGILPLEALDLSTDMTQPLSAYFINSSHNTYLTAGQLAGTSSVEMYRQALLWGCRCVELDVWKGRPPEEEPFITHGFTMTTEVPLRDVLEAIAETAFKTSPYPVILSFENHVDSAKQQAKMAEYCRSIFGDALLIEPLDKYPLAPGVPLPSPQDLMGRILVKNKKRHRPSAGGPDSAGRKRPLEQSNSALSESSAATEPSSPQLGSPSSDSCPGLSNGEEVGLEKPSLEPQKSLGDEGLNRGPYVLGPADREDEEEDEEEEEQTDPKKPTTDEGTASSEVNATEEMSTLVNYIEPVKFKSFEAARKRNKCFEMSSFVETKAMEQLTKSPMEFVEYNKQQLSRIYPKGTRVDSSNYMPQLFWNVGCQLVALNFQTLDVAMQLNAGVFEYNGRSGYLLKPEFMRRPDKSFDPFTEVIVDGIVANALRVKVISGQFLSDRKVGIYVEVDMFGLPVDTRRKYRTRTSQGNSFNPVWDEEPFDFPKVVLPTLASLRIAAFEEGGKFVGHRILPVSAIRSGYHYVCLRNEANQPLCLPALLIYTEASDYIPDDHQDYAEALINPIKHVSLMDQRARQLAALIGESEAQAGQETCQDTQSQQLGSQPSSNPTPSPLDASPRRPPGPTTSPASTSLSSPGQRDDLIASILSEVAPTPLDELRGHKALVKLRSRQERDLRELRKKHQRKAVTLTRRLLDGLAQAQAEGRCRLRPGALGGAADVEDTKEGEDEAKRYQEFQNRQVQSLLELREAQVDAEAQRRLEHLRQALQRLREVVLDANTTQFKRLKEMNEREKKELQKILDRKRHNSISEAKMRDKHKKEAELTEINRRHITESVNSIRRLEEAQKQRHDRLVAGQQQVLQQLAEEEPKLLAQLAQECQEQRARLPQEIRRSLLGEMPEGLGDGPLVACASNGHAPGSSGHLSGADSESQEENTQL
TDP2 inh: blocks human TDP2 phosphodiesterase activity. O95551. recombinant TDP2, T5PNP hydrolysis, p-nitrophenol absorbance 415 nm. inhibition, % at 12.8 µM. 370,000 compounds, 0.34% hits;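 active = inhibition above the mean of all tested compounds plus 3 SD, set per campaign, cut at about 25% in these data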;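 also: 0% = DMSO with enzyme and 100% = buffer with substrate but no TDP2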
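Evaluation: % inhibition relative to enzyme-containing and enzyme-free wells. Material: recombinant human TDP2. Benchmarks: enzyme-free and DMSO wells. Timing: enzyme reaction with compound for 2 h at 37 °C. Compound dosing: 12.8 µM only. Measured by: p-Nitrophenol epi absorbance. Reagent: T5PNP substrate at 5 mM, a TopII-DNA adduct mimic. Replication: single well per compound.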
ADAM10 inh: inhibits human ADAM10; O14672; recombinant ADAM10, EDANS/DABCYL FRET peptide cleavage, 3 h; inhibition, % at 7 µM; 370,000 compounds, 0.62% hits; AID 720582;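 active = inhibition above a per-campaign cutoff equal to the mean of compounds falling between control-based bounds plus 3 SD, cut at about 20% in these data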;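 also: 0% = DMSO wells while the 100% control is not disclosed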
ASAP1 inh: inhibitors of human ASAP1 ArfGAP activity; 360,000 compounds, 0.19% hits; ASAP1-stimulated ARF1 GTP hydrolysis, GDP FP detection; Q9ULH1; AID 624377; inhibition, % at 16.5 µM; in the data active = inhibition above about 25%;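 also: 0% = vehicle with enzyme and substrate and 100% = no enzyme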
SIAE primary: inhibitors of human sialic acid acetylesterase SIAE; Q9HAT2; SIAE FP-Rh probe binding, fluorescence polarization; inhibition, % at 9.66 µM; 370,000 compounds, 0.69% hits;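 active = inhibition above a cutoff: mean of compounds within the control limits plus 3 SD of those, cut at about 17% in these data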;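 also: 0% = plate median of compound wells and 100% = probe without SIAE protein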
The depositor's hits bear a star; i = inactive; . = no result given.

cpd	SMILES	DDE Tn6 FP inh	ADAM17 inh	ARFGAP1 inh	Tn7 DDE FP	PLC-gamma1 inh	PLCb3 inh	TDP2 inh	ADAM10 inh	ASAP1 inh	SIAE primary
1	O=[N+]([O-])c1ccccc1/C=N\N1CCN(c2ccccc2)CC1	-1	1	1	7	-2	0	1	0	-3	-3
2	COc1ccc(/C=C2\SC(=O)N(CC(=O)NNC(=O)c3ccccc3O)C2=O)cc1OC	6	1	6	9	-10	-5	1	-60	-4	-1
3	O=C(NC1CCCCC1)c1cc2ccccc2cc1O	-4	-4	-2	-9	-62	-103	-17	-8	4	2
4	O=C1CCC2(CC1)NC(=O)N(c1ccccc1)N2	-2	1	-12	-9	5	-1	-1	-2	-9	9
5	CN=C(Nc1ccccc1)SC1CC(=O)N(c2cccc(OC)c2)C1=O (configuration not stated)	-6	-3	-6	-2	1	-1	10	0	9	6
6	CC1CCCN(C(=O)COC(=O)c2cc(-c3cccs3)nn2-c2ccccc2)C1 (configuration not stated)	-3	1	0	-7	0	-2	-8	1	4	-2
7	Cc1ccc(C)c(N2CN(Cc3ccco3)CNC2=S)c1	9	-1	-7	-4	2	3	6	9	-1	0
8	CCc1ccc2[nH]c(=O)c(CN(Cc3ccco3)C(=S)NCC3CCCO3)cc2c1 (configuration not stated)	-7	-2	-7	0	2	-3	3	-4	-8	6
9	COc1ccc(S(=O)(=O)N(C)C)cc1NC(=O)CN1C(=O)NC2(CCCC2)C1=O	11	1	-12	3	1	-5	18	4	6	0
10	CC(c1ccccc1)N(C)C(=O)CSc1nnc(C2CC2)n1C1CC1 (configuration not stated)	-2	-9	6	-4	-2	-1	0	-13	-2	1
11	COc1cccc(-c2nc3ccc(C(=O)N4CCCC(O)C4)cc3o2)c1 (configuration not stated)	11	1	-5	6	0	-4	7	4	-4	-1
12	CC(C)(CSc1ccccn1)NS(=O)(=O)c1ccc(Cl)cc1	2	4	4	3	-1	3	-2	6	2	-5
13	CCC(CC)C(=O)Nc1nnc(S(=O)(=O)Nc2ccc(OC)cc2)s1	-3	4	-1	10	9	-1	-9	7	-10	0
14	CC(=O)c1ccc(NC(=O)Cn2cnc(S(=O)(=O)N3CCOCC3)c2)cc1	1	-3	-4	7	0	-9	-8	1	-14	-1
15	COC(=O)c1ccc(NC(=S)Nc2ccccn2)cc1	-8	-5	6	-4	5	-1	-1	-10	12	-1
16	COc1ccc(C(=O)c2cnc3cc4c(cc3c2C)OCO4)cc1	10	-1	-2	0	-9	-14	6	-2	13	-1
17	CCC(=O)Nc1nnc(Cc2ccccc2)s1	1	-2	-2	5	2	2	6	5	13	1
18	COc1ccc(C(=O)CSc2nnc(-c3cccnc3)n2-c2ccccc2)cc1	7	1	.	-2	2	1	-1	-2	.	-2
19	COC(=O)c1ccc2nc(-c3ccc(OC)c(OC)c3)c(Cc3ccccc3C(F)(F)F)n2c1	1	-10	-3	-4	-27	-40	2	-27	0	2
20	O=C(CSc1nncs1)NC(=O)NC1CCCC1	-1	-5	-4	6	0	-5	6	-7	11	-6
21	S=C(Cc1ccc(-c2ccccc2)cc1)N1CCOCC1	-5	5	2	-12	9.9*	-4	-6	8	9	-6
22	OCC1CCCN(Cc2cn(Cc3ccccc3)nc2-c2cc3ccccc3o2)C1 (configuration not stated)	-6	-1	5	-6	1	-4	-9	0	-1	7
23	COC(=O)c1cc2ccsc2n1CC(=O)Nc1ccc(N(C)C)cc1	5	1	2	-3	4	1	-13	13	11	1
24	FC(F)(F)c1cccc(NC(=S)NC(c2ccccc2)c2ccccc2)c1	-2	7	2	4	-1	5	5	12	13	-127
25	CCc1nc2ccc(C(=O)N(CC)CCN(C)C)cn2c1N(C=O)CCC(C)C	-4	0	8	0	1	-3	3	-13	2	-2
26	Fc1ccc(CSc2nnc(-c3cnccn3)n2Cc2ccco2)cc1	-1	-2	10	2	-3	-1	3	-3	9	10
27	O=C1NN(c2ccccc2)C(=O)/C1=C/c1ccc(-c2ccc(Cl)c(C(=O)O)c2)o1	1	-6	-13	4	-4	-3	-7	-9	-7	-2
28	CC(C)c1ccc(/C=C/C(=O)NC(=S)NN2CCOCC2)cc1	-4	2	8	-9	0	-6	1	5	-3	-1
29	O=C(CSc1ccc(-c2ccccn2)nn1)NCc1ccc(Cl)cc1	7	-6	3	0	0	-4	-5	-6	5	-4
30	CC(C)CN(C(=O)Cn1c(C(F)(F)F)nc2ccccc21)c1c(N)n(Cc2ccccc2)c(=O)[nH]c1=O	-4	-6	-8	-1	-3	-9	-1	-13	-4	11
31	O=C(C1CC1)N1CCN=C1SCc1ccc(Cl)cc1	-4	-4	5	4	-2	-1	6	7	4	6
32	CN(c1cccc(NC(=O)c2ccc(Cl)c(S(=O)(=O)Nc3ccccc3)c2)c1)S(C)(=O)=O	11	-15	0	-3	2	3	-6	1	0	-5
33	CNC(=O)c1ccc(Nc2nnc(-c3ccc(O)cc3)c3ccccc23)cc1	-2	-14	4	-1	-381	-452	8	-23	6	-3
34	CC(C)[C@H](NC(=O)c1ccccc1Cl)C(=O)OCC(=O)NCc1ccc2c(c1)OCO2	12	0	4	-2	4	-2	4	-2	-2	2
35	Cc1ccc(S(=O)(=O)Nc2ccc(-c3nnc(SCc4ccccc4Cl)o3)cc2)cc1	4	9.6*	10	-13	6	-1	-13	23*	0	-86
36	CS(=O)(=O)c1ccc(C(=O)NCc2ccccc2F)cc1	-9	0	2	6	2	-4	-10	2	-6	11
37	Cc1cc(C(=O)Nc2nnc(C3CCCCC3)s2)no1	-5	5	-5	6	4	6	-25	4	6	-3
38	O=C(/C=C/c1ccccc1[N+](=O)[O-])N1CCN(c2ccc(F)cc2)CC1	6	-1	-6	5	0	1	-10	-4	2	-12
39	COc1ccc(CNS(=O)(=O)c2cc3c(cc2Br)CC(C)N3C(C)=O)cc1 (configuration not stated)	6	2	.	-1	-1	-2	6	-2	.	9
40	CCCCNCc1nc2ccccc2c(=O)[nH]1	-10	-9	19	5	6	2	-6	2	9	-3
41	CCOC(=O)C(C)(C)Sc1nc2c(cnn2-c2ccc(C)cc2)c(=O)[nH]1	-2	-3	9	-2	1	0	10	6	-9	-1
42	O=C(NC(Cc1ccccc1)C(=O)N1CCCCCC1)c1ccccc1 (configuration not stated)	-8	2	-2	6	5	-5	-9	9	1	4
43	c1coc(-c2ncc[nH]2)c1	-2	-4	-4	4	2	4	-1	3	-1	8
44	COc1ccc(NS(=O)(=O)c2ccc(N3CCOCC3)c(NC(=O)c3cccc(F)c3)c2)cc1	-4	-2	5	4	2	-1	0	1	-6	3
45	O=C(NC1CCCCC1)c1cc(S(=O)(=O)N2CCN(c3ccccc3)CC2)ccc1Cl	4	-1	-4	7	-5	3	7	6	11	-3
46	CCc1ccc(C(=O)CSc2n[nH]c(C)n2)cc1	-2	-1	-3	0	-1	3	8	4	2	10
47	CCC1CN(C)C2Cc3c([nH]c4ccccc34)C(=O)CC1C2C(=O)OC (configuration not stated)	-1	-59	11	4	-220	-293	-6	-242	-5	1
48	Cc1ccc(OC(=O)c2ccc(Cl)c([N+](=O)[O-])c2)cn1	-8	-7	-6	1	4	-4	-9	-13	6	4
49	Cc1cccc(NC(=O)c2ccc(Cn3cc(C(F)(F)F)ccc3=O)cc2)c1	0	2	6	-3	1	2	8	3	15	7
50	COC(=O)C1CN(Cc2cn(Cc3ccc(OC)cc3)nn2)CCS(=O)(=O)N1Cc1ccccc1 (configuration not stated)	-4	-1	.	-1	-1	-3	-3	-9	.	-3
51	c1ccc2c(C[C@@H]3CNCCN3CC3CCCCC3)cccc2c1	-2	-1	8	3	8	2	-18	-11	4	-1
52	COc1ccc(CC(=O)Nc2cccc3ncccc23)cc1OC	0	-5	1	2	-4	-4	13	-4	2	-1
53	CCOc1ccc(CCNC(=O)c2cc(=O)[nH]c3ccc(S(=O)(=O)N(CC)CC)cc23)cc1OCC	-1	-2	-12	-4	0	-4	4	-8	5	1
54	O=C(NC1CCCC1)c1ccc2c(c1)N(Cc1ccc(F)cc1)CCS2	-1	-269	-2	-5	-331	-498	4	i	-10	5
55	COc1ccc(NC(=O)COC(C)=O)cc1OC	-2	-4	6	0	2	-4	-2	6	10	4
56	O=C(COc1ncnc2scc(-c3ccccc3)c12)NC1CCCc2ccccc21 (configuration not stated)	-2	3	-11	-3	2	6	-6	5	-8	-7
57	O=C1CSc2ccccc2N1	-6	4	-9	-1	11*	5	-11	-9	-13	-3

Compound activity: PubChem, The Scripps Research Institute Molecular Screening Center

No enrichment for hits, and some 3.6% of all compounds hit somewhere here.
